From PubChem BioAssay
ANO1 block = mouse TMEM16A channel inhibition, primary screen; Q8BHY3; HEK293 TMEM16A/YFP iodide influx fluorescence, ionomycin; normalized B-score (activity score, 25-100; higher = stronger inhibition) at 10 µM; actives 1.2% (n = 310,000); AID 588511;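 active = ratio plate-corrected score three or more library SD toward inhibition, starting fluorescence score within five deviations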;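 also: score derived from kinetic fluorescence span divided by baseline fluorescence per well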
hERG protect = shields human hERG channel from block by proarrhythmic agents | Q12809 | CHO-hERG, FluxOR thallium flux, dofetilide IC70 present | activation (rescue from dofetilide block), less the hit threshold, % at 10 µM | actives 0.51% (n = 310,000) | AID 1511;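 active = activation above the mean of controls blocked by dofetilide plus 5 SD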;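 also: thallium influx through hERG after potassium depolarization seen as dye fluorescence rise; in these data hits start at about 4.7%; inactives centre near -7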
KCNQ1 act = potentiators or activators of human KCNQ1 potassium channel; actives 0.35% (n = 310,000); B-score at 10 µM; CHO-K1 KCNQ1, thallium flux FluxOR fluorescence; active compounds read high; P51787; AID 2648;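 active = fluorescence ratio B-score, a plate-corrected score, at least three library SD, with initial intensity B-score within 5 SD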
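assay system = KCNQ1-transfected CHO-K1 cells | medium = assay buffer with matched DMSO | probe or stimulus = depolarizing K+/Tl+ stimulus, K2SO4 and Tl2SO4 each 12.5 mM in 5x stock | dosing = single dose | incubation = dye 90 min, compound 20 min, room temperature | detection = kinetic FluxOR fluorescence, 10 s baseline plus 110 s post-stimulus | evaluation = ratio B score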
TRPC4 PAM = TRPC4 (mouse) allosteric potentiation. actives 0.42% (n = 310,000). HEK293 TRPC4beta/mu-opioid, DAMGO EC20, Fluo-4 Ca2+ flux; active compounds read high. Q9QUQ5. B-score at 10 µM. AID 2227;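 active = B-score of calcium response area above 5 SD of library B-scores, with initial fluorescence ratio within 5 SD of library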;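 also: B-score of integrated fluorescence ratio over time as area under calcium response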
ANO1 activ = mouse TMEM16A channel activation, primary screen. actives 0.3% (n = 340,000). HEK293 TMEM16A/YFP-H148Q/I152L, iodide quench fluorescence; active compounds read low. B-score at 10 µM. AID 623877;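 active = fluorescence-ratio B-score plate-corrected deviation score at least 3 library SD below zero, with starting fluorescence score within 5 deviations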;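 also: channel opened by trigger with iodide after compound preincubation; score built on the fluorescence ratio of max minus min over baseline; more negative score means more quench and so TMEM16A activation or potentiation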
HDAC3 inhib = inhibitors of human histone deacetylase 3 | O15379 | recombinant HDAC3, fluorogenic peptide/trypsin coupled, fluorescence | inhibition, % at 8.3 µM | actives 0.15% (n = 320,000); in the data active = inhibition above about 26%, passing the limit was not always enough
KCNK3 inh = human KCNK3 channel inhibition, primary screen; actives 0.84% (n = 340,000); AID 602410; B-score at 10 µM; CHO-KCNK3 thallium flux, FluxOR fluorescence; active compounds read low;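 active = B-score under library mean minus 4 SD, starting fluorescence ratio at most library mean plus 5 SD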;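 also: more negative B-score means stronger inhibition of thallium flux through KCNK3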
Target sequence (O14649 whole entry, looked up): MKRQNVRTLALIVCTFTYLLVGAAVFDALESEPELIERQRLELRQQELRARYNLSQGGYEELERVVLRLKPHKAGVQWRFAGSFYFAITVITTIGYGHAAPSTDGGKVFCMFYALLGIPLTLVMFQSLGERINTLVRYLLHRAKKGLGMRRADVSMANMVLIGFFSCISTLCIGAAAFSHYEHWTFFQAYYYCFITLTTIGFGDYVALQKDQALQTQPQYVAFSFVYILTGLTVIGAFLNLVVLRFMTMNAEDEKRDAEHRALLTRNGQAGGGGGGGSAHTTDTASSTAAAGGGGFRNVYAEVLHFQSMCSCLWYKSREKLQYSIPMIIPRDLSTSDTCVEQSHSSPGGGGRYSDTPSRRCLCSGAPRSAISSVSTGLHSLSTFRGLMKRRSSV
KCNK9 block = blocks the human KCNK9 two-pore domain potassium channel. actives 1.2% (n = 310,000). HEK293 KCNK9, FluxOR thallium flux fluorescence; active compounds read low. Q9NPC2. AID 488922. B-score at 10 µM;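 active = ratio B-score over 3 SD below the library mean, with starting fluorescence within 5 SD of its mean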;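 also: negative B-score means less thallium flux so channel inhibition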
Target sequence (Q9NPC2 whole entry, looked up, the tested form may be a part): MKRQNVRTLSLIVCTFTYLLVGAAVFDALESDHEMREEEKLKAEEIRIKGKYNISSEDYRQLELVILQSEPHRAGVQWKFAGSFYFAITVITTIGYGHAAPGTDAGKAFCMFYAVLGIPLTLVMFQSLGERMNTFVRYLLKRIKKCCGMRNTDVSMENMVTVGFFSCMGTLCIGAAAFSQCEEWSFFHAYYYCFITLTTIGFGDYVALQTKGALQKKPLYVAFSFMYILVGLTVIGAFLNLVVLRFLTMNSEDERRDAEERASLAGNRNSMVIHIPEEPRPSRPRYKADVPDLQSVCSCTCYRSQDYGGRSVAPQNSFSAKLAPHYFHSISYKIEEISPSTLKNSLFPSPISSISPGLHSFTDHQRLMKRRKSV
TRPC4 act = TRPC4 (mouse) channel activation; Q9QUQ5; HEK293 TRPC4beta/mu-opioid, Fluo4 calcium fluorescence; active compounds read high; B-score at 10 µM; actives 0.49% (n = 310,000);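 active = B-score above 5 SD of library B-scores, and initial fluorescence ratio not above library mean plus 5 SD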;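 also: positive B-score marks a calcium rise read as TRPC4 activation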
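Assay system – TRPC4beta and mu-opioid receptor HEK293 stable cells · Measured by – Fluo4 fluorescence, kinetic · Schedule – dye loading 45 min room temperature, 110 s kinetic read · Read-out – B-scored integrated calcium fluorescence ratio · Controls – buffer and maximal DAMGO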
KCNQ1 inh = blocks the human KCNQ1 potassium channel; B-score at 10 µM; CHO-K1 KCNQ1, FluxOR thallium flux fluorescence; active compounds read high; actives 1.3% (n = 310,000); P51787;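 active = compounds whose thallium flux B-score, printed positive for inhibition, exceeds three library SD while starting fluorescence stays within three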;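 also: channel opened by potassium depolarization with thallium stimulus after 20 min compound exposure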
DYRK1A inh = Dyrk1A (rat) kinase inhibition. Q63470. ADP-Glo luminescence, NFATc1 peptide. inhibition, % at 12.5 µM. actives 0.43% (n = 310,000). AID 504441; in the data active = inhibition above about 50%;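 also: plate controls were vehicle with enzyme for no effect and no enzyme for full effect; many of its hits are not listed in these tables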
An asterisk follows results filed as active; i = inactive; . = no result given. An excerpt; the hit share may differ from the screen's.

Sample of the layout (4 entries):
mol | ANO1 block | hERG protect | KCNQ1 act | TRPC4 PAM | ANO1 activ | HDAC3 inhib | KCNK3 inh | KCNK9 block | TRPC4 act | KCNQ1 inh | DYRK1A inh
CCOC(=O)c1cc(C(=O)OCC)c2ccccn2c1=O | i | -14 | i | i | i | -137 | i | i | i | i | 4
CCc1cc(CNC(=O)CC2C(=O)NCCN2Cc2c(F)cccc2Cl)on1 (configuration not stated) | i | -3 | i | i | i | -8 | i | i | i | i | 1
CS(=O)(=O)N(CC(=O)NCc1ccncc1)c1cc(Cl)ccc1Cl | i | -9 | i | i | i | 5 | i | i | i | i | 0
NCCC(=O)NCCc1cnc[nH]1 | i | . | . | . | i | -4 | i | . | . | . | 17

The listing, from the start:
mol | ANO1 block | hERG protect | KCNQ1 act | TRPC4 PAM | ANO1 activ | HDAC3 inhib | KCNK3 inh | KCNK9 block | TRPC4 act | KCNQ1 inh | DYRK1A inh
CCOC(=O)c1cc(C(=O)OCC)c2ccccn2c1=O | i | -14 | i | i | i | -137 | i | i | i | i | 4
CCc1cc(CNC(=O)CC2C(=O)NCCN2Cc2c(F)cccc2Cl)on1 (configuration not stated) | i | -3 | i | i | i | -8 | i | i | i | i | 1
CS(=O)(=O)N(CC(=O)NCc1ccncc1)c1cc(Cl)ccc1Cl | i | -9 | i | i | i | 5 | i | i | i | i | 0
NCCC(=O)NCCc1cnc[nH]1 | i | . | . | . | i | -4 | i | . | . | . | 17
Clc1ccc(-c2nnc(-c3ccccc3)nc2N2CCSCC2)cc1 | i | -15 | i | i | i | 5 | i | i | i | i | 4
N#Cc1ccccc1CSc1nnc(Cc2ccccc2)o1 | i | -6 | i | i | i | . | i | i | i | i | -2
CCOc1ccc(CCNC(=O)CCNS(=O)(=O)c2ccc(Br)cc2)cc1OCC | i | -9 | i | i | i | -2 | i | i | i | i | -5
CN(CC(=O)Nc1ccccc1Cl)C(=O)c1ccccc1Sc1ccccc1C#N | i | -20 | i | i | i | -5 | i | i | i | i | 3
Cc1ccc2c(CN(C)Cc3ccc(Cl)cc3)cc(=O)oc2c1 | i | -9 | i | i | i | 7 | -16* | -11* | i | i | 2
CCOC(=O)CCC(NC(=O)CC(=O)NC(CCC(=O)OCC)C(=O)OCC)C(=O)OCC (configuration not stated) | i | -7 | i | i | i | -4 | i | i | i | i | -8
Cc1ccc(N(CC(=O)Nc2c(C)n(C)n(-c3ccccc3)c2=O)S(C)(=O)=O)c(C)c1 | i | -6 | i | i | i | 3 | i | i | i | i | -2
NNS(=O)(=O)c1ccc(N2CCCC2=O)c([N+](=O)[O-])c1 | i | -12 | i | i | i | . | i | i | i | i | 0
CN(C(=S)Nc1ccc(F)cc1)C(c1ccccc1)c1ccccc1 | i | -12 | i | i | i | 11 | -11* | i | i | i | -7
Cc1ccccc1C(=O)N1CCC(C(=O)Nc2ccccc2Cl)CC1 | i | -5 | i | i | i | -5 | i | i | i | i | 8
O=C(Oc1ccc(Cl)cc1)N1CCCCC1 | i | -18 | i | i | i | 4 | i | i | i | i | -5
C=C(C)CNC(=S)NNC(=O)c1ccncc1 | i | -15 | i | i | i | 4 | i | i | i | i | 2
COc1cccc(C(=O)OCCN(C)C(C)(C)C)c1 | i | -1 | i | i | . | -3 | . | i | i | i | .
CCn1c(=O)n(CCOC)c(=O)c2c3c(sc21)CCCC3 | i | -13 | i | i | i | -4 | i | i | i | i | .
Cc1cccc(CC2CC(=O)N(c3ncccn3)C2=O)c1 (configuration not stated) | i | -4 | i | i | i | -5 | i | i | i | i | -4
COc1ccccc1C(=O)NCC(=O)OCCCOC(=O)CNC(=O)c1ccccc1OC | i | -12 | i | i | i | 1 | i | i | i | i | .

Next compounds follow.
mol | ANO1 block | hERG protect | KCNQ1 act | TRPC4 PAM | ANO1 activ | HDAC3 inhib | KCNK3 inh | KCNK9 block | TRPC4 act | KCNQ1 inh | DYRK1A inh
CC(=O)N1CCCc2cc(S(=O)(=O)N3CCCC(C(=O)NCc4ccccc4Cl)C3)ccc21 (configuration not stated) | i | -8 | i | i | i | -4 | i | i | i | i | 4
O=C(Cn1ccc2ccccc2c1=O)NCC(=O)N1CCN(c2ccccc2F)CC1 | i | -10 | i | i | i | 1 | i | i | i | i | 3
CCC(C)n1c(SCC(=O)NC2CCS(=O)(=O)C2)nc2ccccc2c1=O (configuration not stated) | i | -12 | i | i | i | 4 | i | i | i | i | -1
CC1(C)CC(NS(=O)(=O)c2ccc3ccccc3c2)CC(C)(C)N1 | i | -9 | i | i | i | -2 | i | i | i | i | -3
CCN(CC(=O)NCc1cccs1)S(=O)(=O)c1ccccc1Cl | i | -15 | i | i | i | -5 | i | i | i | i | -2
O=C(N/N=C/c1ccc[nH]1)c1ccc(Cl)cc1 | i | -12 | i | i | i | -1 | i | i | i | i | 0
COc1ccc(N2C(=O)N[C@@H](Cc3ccccc3)C2=O)cc1OC | i | -3 | i | i | i | 3 | i | i | i | i | 0
Cc1ccc([N+](=O)[O-])cc1NC(=O)C(Sc1ccccc1)c1ccccc1 (configuration not stated) | i | -1 | i | i | i | 5 | i | i | i | i | 3
CCN1CCN(c2cc(C)c3cc(NC(=O)CCC(=O)N4CCN(c5ccccc5)CC4)ccc3n2)CC1 | i | -12 | i | i | i | -7 | i | i | i | i | 5
Cc1noc(C(=O)N(C)c2ccccc2)c1Cl | i | -7 | i | i | i | 0 | i | i | i | i | 1
CCCCOc1cccc(C(=O)Nc2ccccc2N2CCCC2)c1 | i | -5 | i | i | i | 5 | i | i | i | i | 0
O=S(=O)(Nc1ccc2ccccc2c1)c1ccccc1 | i | -9 | i | i | i | 3 | i | i | i | i | 2
CN(C)S(=O)(=O)c1ccc(C(=O)Nc2cc(S(=O)(=O)Nc3ccccc3Cl)ccc2N2CCCCC2)cc1 | i | -5 | i | i | i | 4 | i | i | i | i | 10
COc1ccc(N=C2S/C(=C\c3ccc(OCC(=O)O)cc3)C(=O)N2CCc2c[nH]c3ccccc23)cc1 | . | -13 | i | i | i | . | i | i | i | i | 6
O=C(CSc1ccc2nnc(CCNS(=O)(=O)c3ccccc3)n2n1)Nc1nc2ccccc2s1 | i | -10 | i | i | i | 6 | i | i | i | i | 1
COc1ccc(OCC(=O)Nc2ccc(N3CCN(Cc4ccccc4F)CC3)cc2)cc1 | i | -14 | i | i | i | -10 | i | i | i | i | .
Cc1nn(C)cc1S(=O)(=O)N1CCCC(C(=O)O)C1 (configuration not stated) | i | -6 | i | i | i | -10 | i | i | i | i | 1
CCN1CCN(C(=O)c2ccccc2NS(=O)(=O)c2ccc(Cl)cc2)CC1 | i | -5 | i | i | i | -3 | i | i | i | i | -1
CCN(CC)c1ccc(C(=O)Nn2cnc3ccccc3c2=O)cc1 | i | -7 | i | i | i | 6 | i | i | i | i | .
Cc1ccccc1N1CCN(C2=NC(=O)/C(=C/c3cn[nH]c3-c3ccccc3)S2)CC1 | i | -4 | i | i | i | 2 | i | i | i | i | 6

Continuation:
mol | ANO1 block | hERG protect | KCNQ1 act | TRPC4 PAM | ANO1 activ | HDAC3 inhib | KCNK3 inh | KCNK9 block | TRPC4 act | KCNQ1 inh | DYRK1A inh
COCCNC(=O)c1cn(C)c(=O)c2cc(OC)c(OC)cc12 | i | -6 | i | i | i | -13 | i | i | i | i | -5
Cc1cc(C(C)(C)C)cc(C)c1CC1=NCCN1 | i | -1 | i | i | i | 3 | i | i | i | i | 2
CCOC(=O)c1[nH]cnc1C(=O)O | i | -8 | i | i | i | -5 | i | i | i | i | 4
CC1CN(S(=O)(=O)c2cccc(C(=O)OCc3cc(=O)oc4cc(O)ccc34)c2)CC(C)O1 (configuration not stated) | i | -12 | i | i | i | 2 | i | i | i | i | 9
O=C1c2cccc3cccc(c23)C(=O)N1CCN1CCN(CC(O)COc2ccccc2)CC1 (configuration not stated) | i | -14 | i | i | i | -1 | i | i | i | i | 4
CCOc1cc(C(=O)NCc2ccc3c(c2)OCO3)cc(OCC)c1OCC | i | -4 | i | i | i | -6 | i | i | i | i | 1
CCOc1ccc(NC(=O)CN2CCN(S(=O)(=O)c3ccc(Cl)cc3)CC2)cc1 | i | -7 | i | i | i | -2 | i | i | i | i | -4
CCOc1cc(CN2CCC(CO)(Cc3cccc(C(F)(F)F)c3)CC2)ccc1OC | i | -17 | i | i | i | -4 | i | i | i | i | -3
CCN1C(=O)C(NC(C)=O)c2cc(OC)ccc21 (configuration not stated) | i | -3 | i | i | i | 4 | i | i | i | i | 2
N#Cc1c(-c2ccccc2)nc(SCc2cccc(Cl)c2)[nH]c1=O | 100* | -15 | i | i | i | 8 | i | i | i | i | -9
Cn1c(C(=O)N2CCN(c3nc4ccccc4s3)CC2)cc2sccc21 | i | -1 | i | i | i | -2 | i | i | i | i | -5
CC(C)(C)c1cc(C(=S)N2CCCC2)cc(C(C)(C)C)c1O | i | -3 | i | i | i | 12 | i | i | i | i | 1
CC(C)n1c2ccccc2c2nc3ccccc3nc21 | i | -11 | i | i | . | -8 | i | i | i | i | -5
Cc1ccc2c(c1)N(C(=O)CCC(=O)NC1CCCCCC1)CCO2 | i | -8 | i | i | i | -5 | i | i | i | i | 2
CC(=O)NC12CC3CC(C1)CC(C(=O)Nc1nc4ccc(F)cc4s1)(C3)C2 | i | -20 | i | i | i | 7 | i | i | i | 7* | 79*
CCOc1ccc(CCNC(=O)CCNC(=O)c2ccccc2Cl)cc1OCC | i | -9 | i | i | i | -9 | i | i | i | i | 0
COc1cccc(/C(O)=C2/C(=O)C(=O)N(CCN3CCOCC3)C2c2cccnc2)c1 (configuration not stated) | i | -2 | i | i | i | -1 | i | i | i | i | -3
O=C1CSC(c2cn(-c3ccccc3)nc2-c2cc3ccccc3o2)N1Cc1ccccc1 (configuration not stated) | i | -16 | i | i | i | 2 | i | i | i | i | 4
CCOc1ccc(C2CC(c3ccc(OC)cc3)n3ncnc3N2)cc1 (configuration not stated) | i | -3 | i | i | i | -3 | i | i | i | i | 7
CCCC(=O)Nc1ccc(NC(=O)c2ccco2)cn1 | i | -6 | i | i | i | -3 | i | i | i | i | -18
Cc1[nH]n(-c2ncc(-c3ccc(Cl)cc3)s2)c(=O)c1C(c1ccc(Cl)cc1)C(C#N)C#N (configuration not stated) | 100* | -5 | i | i | i | 1 | i | i | i | i | -4
